Glyco luc inh: blocks N-linked glycosylation in D54 reporter cells; 360,000 tested, 0.23% active; AID 588692; reporter increase, % at 12.5 µM; D54 ERlucT glycosylation luciferase reporter, 24 h; percent of 100 nM tunicamycin response;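 active = mean luciferase reporter signal, scaled so untreated is 0 and the glycosylation-blocking control 100, at or above a set limit in every replicate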;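 also: luciferase carries N-glycosylation sites so blocking glycosylation raises the light; 0% = median of neutral control wells and 100% = median of 100 nM tunicamycin wells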
Exocytosis inh: lytic granule exocytosis inhibition | TALL-104 LAMP-1 surface exposure, flow cytometry; cells stimulated with thapsigargin and PMA | inhibition, % at 10 µM | 360,000 tested, 0.66% active;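 active = inhibition above about 55%, limit read from the data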
m5-HT2A agonist: activates the mouse 5-HT2A serotonin receptor | CHO-K1 mHTR2A beta-arrestin complementation, luminescence; percent of 30 µM serotonin response | activation, % at 7.6 µM | 360,000 tested, 0.66% active | AID 624169 | P35363;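 active = activation above a run cutoff, the mean activation of all tested compounds plus 3 SD, cut at about 14% in these data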;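 also: 0% = plate median of compound wells and 100% = 30 µM serotonin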
MC4R barr agon: activates human MC4R beta-arrestin recruitment; P32245; U2OS MC4R beta-arrestin complementation, luminescence; percent of melanotan II response, DMSO zero; activation, % at 8.9 µM; 360,000 tested, 0.98% active; AID 540308;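 active = activation above a per-plate cutoff, the mean activation of sample wells on that plate plus 3 SD, cut at about 8% in these data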
Cardio protect: myocardial damage modulation in H9c2 cells; H9c2 cardiomyocytes, H2O2 injury protection, ATPLite, 2 h; protection from H2O2 cell death, % at 20 µM; 360,000 tested, 0.63% active; AID 588492;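 active = compounds giving at least 50% protection of heart cells from peroxide-induced death in the single-dose screen, raw or plate-pattern-corrected value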;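 also: 0% = DMSO wells with peroxide and 100% = DMSO wells without peroxide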
iPSC survival up: increases survival of single human iPS cells; hiPSC single-cell survival, ATPlite luminescence; 100% = ROCK inhibitor wells, 0% = DMSO; survival enhancement, % at 20 µM; 360,000 tested, 0.044% active; AID 602274; in the data active = survival enhancement above about 18%;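 also: cells exposed to compounds for 16 hours before the ATP read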
MC4R antag cAMP: human MC4R antagonism in cAMP assay; inhibition, % at 6.5 µM; 360,000 tested, 0.48% active; MC4R-expressing cells, MTII-stimulated cAMP, LANCE TR-FRET;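 active = inhibition above its plate's cutoff, the mean of tested wells on that plate plus 3 SD, cut at about 29% in these data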;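 also: 0% = Melanotan II alone and 100% = Melanotan II plus saturating MCL0020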
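System: U2OS-MC4R stable cell line; Technique: Eu-cAMP/anti-cAMP TR-FRET, emission 671 nm; Repeats: single well per compound; Also added: Melanotan II; Dosing: one concentration, 6.5 µM nominal; Schedule: 30-min compound, 1-h challenge, 1-h detection, room temperature.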
ABCB6 inh MLPCN: inhibitors of human ABC transporter ABCB6; K562-ABCB6 porphyrin accumulation, flow cytometry, 1 h; hits give low values; fluorescence ratio to DMSO, % at 10 µM; AID 602162; 360,000 tested, 0.19% active;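 active = fluorescence ratio to DMSO below 75%, the collection mean minus 3 SD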;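 also: signal is porphyrin accumulated inside mitochondria; 100% equals median channel fluorescence of DMSO control wells; lower ratio means ABCB6 inhibition with less porphyrin fluorescence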
Target sequence (Q9NP58 whole entry, looked up): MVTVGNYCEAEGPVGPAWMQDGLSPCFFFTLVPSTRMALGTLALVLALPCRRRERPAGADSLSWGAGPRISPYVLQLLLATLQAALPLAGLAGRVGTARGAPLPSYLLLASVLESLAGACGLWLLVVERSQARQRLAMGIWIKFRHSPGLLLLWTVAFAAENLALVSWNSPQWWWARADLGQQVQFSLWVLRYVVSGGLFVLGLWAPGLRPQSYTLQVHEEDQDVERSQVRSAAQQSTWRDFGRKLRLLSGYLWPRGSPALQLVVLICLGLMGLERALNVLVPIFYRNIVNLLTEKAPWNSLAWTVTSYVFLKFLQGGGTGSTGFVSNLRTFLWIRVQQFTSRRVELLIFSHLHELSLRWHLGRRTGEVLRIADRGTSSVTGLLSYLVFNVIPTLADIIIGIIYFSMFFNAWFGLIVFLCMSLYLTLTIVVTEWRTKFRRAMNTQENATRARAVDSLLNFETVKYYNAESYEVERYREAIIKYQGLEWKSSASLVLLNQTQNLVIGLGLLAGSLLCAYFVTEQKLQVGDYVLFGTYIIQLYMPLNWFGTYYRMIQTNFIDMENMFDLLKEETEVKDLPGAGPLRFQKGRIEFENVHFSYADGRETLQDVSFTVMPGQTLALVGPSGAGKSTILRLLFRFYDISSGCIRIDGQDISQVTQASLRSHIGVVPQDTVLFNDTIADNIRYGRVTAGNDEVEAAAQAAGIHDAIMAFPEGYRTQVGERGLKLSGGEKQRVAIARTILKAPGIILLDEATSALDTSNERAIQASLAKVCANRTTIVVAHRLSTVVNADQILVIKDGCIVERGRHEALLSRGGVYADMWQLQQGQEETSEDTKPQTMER
aDG glyco act: alpha-DG glycosylation activation; Pro5-aDG cells, alpha-DG glycosylation AlphaScreen (IIH6); 0% Pro5, 100% B10-LARGE cell signal; activation, % at 10 µM; 360,000 tested, 0.22% active; AID 624168;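 active = activation of at least 8% versus controls, or a plate z-score of at least 8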;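 also: Pro5 are CHO cells carrying HIG-tagged alpha-DG that lacks glycosylation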
ABHD5 PLIN5 PPI: inhibitors of human ABHD5-perilipin-5 interaction; Q00G26+Q8WTS1; Split G. princeps luciferase complementation, luminescence, 4 h; inhibition, % at 4 µM; 360,000 tested, 0.78% active;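 active = inhibition above the mean inhibition across every tested compound plus 3 SD, cut at about 22% in these data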;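 also: 0% = DMSO only wells and the 100% control is not disclosed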
* hit, by the source's call.

`O=C(C[C@@H]1CC[C@@H]2[C@H](COC[C@H](O)CN2Cc2cccc(C(F)(F)F)c2)O1)NCc1ccc(Cl)cc1` gave Exocytosis inh 2, m5-HT2A agonist 5, aDG glyco act 0.2 and ABHD5 PLIN5 PPI 14.
Screening CCOc1ccc(NC(=O)Cc2c(O)c3ccccc3[nH]c2=O)cc1 returned Glyco luc inh 0, Exocytosis inh -3, m5-HT2A agonist 7, MC4R barr agon -1.4, Cardio protect -1, iPSC survival up -3.0, MC4R antag cAMP 11, aDG glyco act 0.5 and ABHD5 PLIN5 PPI 4.
For O=S(=O)(c1ccc(Cl)cc1)c1nc(-c2ccccc2F)oc1NCCCN1CCOCC1 the results were Glyco luc inh -5, Exocytosis inh -4, m5-HT2A agonist -11, MC4R barr agon -2.3, Cardio protect 6, iPSC survival up -0.5, MC4R antag cAMP 2, ABCB6 inh MLPCN 100, aDG glyco act -0.1 and ABHD5 PLIN5 PPI 3.
Screening Cc1ccc(S(=O)(=O)N2CCCCC2)cc1NC(=O)CSc1nnc(C2CC2)n1C returned Glyco luc inh 2, Exocytosis inh -3, m5-HT2A agonist -3, MC4R barr agon -1.5, Cardio protect 6, iPSC survival up -1.2, MC4R antag cAMP 0, ABCB6 inh MLPCN 94, aDG glyco act -0.4 and ABHD5 PLIN5 PPI -2.
`COc1ccc(C2C(C(=O)OCC(=O)Nc3ccc(C)cc3)CCC(=O)N2c2ccc(OC)cc2)cc1` (stereo not drawn) gave Glyco luc inh 2, Exocytosis inh 0, m5-HT2A agonist 0, MC4R barr agon -1.0, Cardio protect -2, iPSC survival up 0.5, MC4R antag cAMP 8, ABCB6 inh MLPCN 84, aDG glyco act 0.3 and ABHD5 PLIN5 PPI -5.
For CCCn1c(N)c(N2CCCCC2)c(=O)n(CC(=O)Nc2ccc(OC(F)(F)F)cc2)c1=O the results were Glyco luc inh 1, Exocytosis inh -3, m5-HT2A agonist 0, MC4R barr agon -1.6, Cardio protect -2, iPSC survival up -2.1, MC4R antag cAMP 7, ABCB6 inh MLPCN 99, aDG glyco act -0.1 and ABHD5 PLIN5 PPI 4.
`Cc1ccc(-c2c(C#N)c(N)nc3c2CCCC3)s1` gave Glyco luc inh 2, Exocytosis inh 0, m5-HT2A agonist 3, MC4R barr agon 4.4, Cardio protect 4, iPSC survival up -1.6, MC4R antag cAMP 0, ABCB6 inh MLPCN 91, aDG glyco act 0.4 and ABHD5 PLIN5 PPI 3.
`C#CCSc1ncc(S(=O)(=O)c2ccccc2)c(=O)[nH]1` gave Glyco luc inh 1, Exocytosis inh -3, m5-HT2A agonist 3, MC4R barr agon 1.1, Cardio protect 2, iPSC survival up 0.6, MC4R antag cAMP 7, ABCB6 inh MLPCN 94, aDG glyco act -0.1 and ABHD5 PLIN5 PPI 1.
For CC(=O)CC(=O)NC(=NC1CCCCC1)Nc1nc(C)cc(C)n1 the results were Glyco luc inh -1, Exocytosis inh -2, m5-HT2A agonist -3, MC4R barr agon 0.8, Cardio protect -18, iPSC survival up -2.5, MC4R antag cAMP 6, ABCB6 inh MLPCN 96, aDG glyco act 0.3 and ABHD5 PLIN5 PPI 9.
For CC1(C(=O)N2CCC(CO)(Cc3cccc(C(F)(F)F)c3)CC2)CC1 the results were Glyco luc inh 0, Exocytosis inh -5, m5-HT2A agonist 7, MC4R barr agon 2.1, Cardio protect 1, iPSC survival up 0.3, MC4R antag cAMP 30*, ABCB6 inh MLPCN 100, aDG glyco act 0.0 and ABHD5 PLIN5 PPI -5.
Screening Cc1cccc(-c2nc3ccccc3c(=O)n2NC(=O)/C=C/c2ccc([N+](=O)[O-])cc2)c1 returned Glyco luc inh -2, Exocytosis inh -4, m5-HT2A agonist 7, MC4R barr agon -2.3, Cardio protect 8, iPSC survival up 1.3, MC4R antag cAMP -3, ABCB6 inh MLPCN 101, aDG glyco act 0.4 and ABHD5 PLIN5 PPI -3.
O=C(CCN1C(=O)/C(=C/c2cccs2)SC1=S)Nc1cccc(C(=O)O)c1 was read as Glyco luc inh -1, Exocytosis inh 2, m5-HT2A agonist 6, MC4R barr agon 0.0, Cardio protect 0, iPSC survival up -0.4, MC4R antag cAMP 2, ABCB6 inh MLPCN 105, aDG glyco act 0.0 and ABHD5 PLIN5 PPI -5.
CCC(C)C(N)C(=O)N1CCCC1C(=O)NC(C(=O)O)C(C)CC (stereo not drawn) was read as Glyco luc inh 0, Exocytosis inh -3, m5-HT2A agonist -7, MC4R barr agon -1.2, Cardio protect 1, iPSC survival up 1.5, MC4R antag cAMP 1, ABCB6 inh MLPCN 94, aDG glyco act -0.2 and ABHD5 PLIN5 PPI -1.
CC/C=C/C(=O)N1CC2(CC(c3cccc(NC(=O)CCCCC)c3)=NO2)C[C@H]1C(N)=O (stereo partly drawn) was read as Glyco luc inh 0, Exocytosis inh -6, m5-HT2A agonist -2, MC4R barr agon -1.3, Cardio protect 3, iPSC survival up 0.5, MC4R antag cAMP -2, ABCB6 inh MLPCN 97, aDG glyco act -0.1 and ABHD5 PLIN5 PPI 6.
`COC(=O)/C=C1\NCCSC1=O` gave Glyco luc inh 2, Exocytosis inh 5, m5-HT2A agonist -1, MC4R barr agon -1.8, Cardio protect -1, iPSC survival up 0.2, MC4R antag cAMP 0, ABCB6 inh MLPCN 94, aDG glyco act -0.2 and ABHD5 PLIN5 PPI 5.
O=S1(=O)CC(N2CCCCC2)CN1Cc1cn(Cc2ccc(F)cc2)nn1 (stereo not drawn) was read as Exocytosis inh -3, m5-HT2A agonist -4, iPSC survival up 1.7, ABCB6 inh MLPCN 95, aDG glyco act -0.2 and ABHD5 PLIN5 PPI 0.
Screening O=C(OCc1c(Cl)nc2sccn12)c1cc2c(s1)CCCC2 returned Glyco luc inh -1, Exocytosis inh 1, m5-HT2A agonist -3, MC4R barr agon -1.2, Cardio protect -22, iPSC survival up 1.9, MC4R antag cAMP 4, ABCB6 inh MLPCN 95, aDG glyco act -0.1 and ABHD5 PLIN5 PPI -1.
Cc1cc(=O)oc2cc(NC(=O)CCC(=O)O)ccc12 was read as Glyco luc inh 0, Exocytosis inh -2, m5-HT2A agonist -2, MC4R barr agon -1.1, Cardio protect -1, iPSC survival up 2.2, MC4R antag cAMP 2, ABCB6 inh MLPCN 105, aDG glyco act -0.2 and ABHD5 PLIN5 PPI -1.
Screening O=S1(=O)CCN(C2CCCCCCC2)CC1 returned Glyco luc inh 1, Exocytosis inh -17, m5-HT2A agonist 0, MC4R barr agon -4.0, Cardio protect -3, iPSC survival up -1.9, MC4R antag cAMP 3, ABCB6 inh MLPCN 95, aDG glyco act -0.2 and ABHD5 PLIN5 PPI 1.
CCCNCc1cc(Br)ccc1OCC(=O)NCCc1ccccc1 was read as Glyco luc inh -6, Exocytosis inh 0, m5-HT2A agonist -4, MC4R barr agon 1.3, Cardio protect 13, iPSC survival up -1.0, MC4R antag cAMP 2, ABCB6 inh MLPCN 99, aDG glyco act 0.5 and ABHD5 PLIN5 PPI 11.
C[C@H](CO)N1C[C@H](C)[C@@H](CN(C)C(=O)Nc2ccc3c(c2)OCO3)Oc2ccc(NC(=O)Nc3ccc4c(c3)OCO4)cc2C1=O was read as Glyco luc inh -1, Exocytosis inh 0, m5-HT2A agonist -3, MC4R barr agon 0.4, Cardio protect 4, iPSC survival up 0.2, MC4R antag cAMP 4, ABCB6 inh MLPCN 100, aDG glyco act -0.5 and ABHD5 PLIN5 PPI -2.
Screening C1=C(c2ccccc2)Nc2nnnn2C1 returned Glyco luc inh 2, Exocytosis inh 0, m5-HT2A agonist 1, MC4R barr agon -0.1, Cardio protect -3, iPSC survival up 1.2, MC4R antag cAMP 0, ABCB6 inh MLPCN 93, aDG glyco act -0.1 and ABHD5 PLIN5 PPI -1.
Screening CCN(CC)S(=O)(=O)c1ccc(C(=O)NC2=NCCS2)cc1 returned Glyco luc inh 0, Exocytosis inh -2, m5-HT2A agonist -1, MC4R barr agon -0.2, Cardio protect -3, iPSC survival up -0.3, MC4R antag cAMP 16, ABCB6 inh MLPCN 102, aDG glyco act 0.1 and ABHD5 PLIN5 PPI -12.
Cc1nc(SCC(=O)N2CCN(c3ccccc3)CC2)c2oc3ccccc3c2n1 was read as Glyco luc inh 0, Exocytosis inh 1, m5-HT2A agonist 2, MC4R barr agon 0.1, Cardio protect 74*, iPSC survival up -1.8, MC4R antag cAMP -5, ABCB6 inh MLPCN 93, aDG glyco act -0.1 and ABHD5 PLIN5 PPI 2.
For NC(=O)c1ccccc1NC(=O)CCCN1C(=O)CCC1=O the results were Glyco luc inh -1, Exocytosis inh 18, m5-HT2A agonist 4, MC4R barr agon 3.5, Cardio protect 5, iPSC survival up 3.9, MC4R antag cAMP -10, ABCB6 inh MLPCN 97, aDG glyco act 0.1 and ABHD5 PLIN5 PPI 3.
O=C(COc1ccccc1[N+](=O)[O-])NC1CC1 was read as Glyco luc inh 3, Exocytosis inh 0, m5-HT2A agonist 3, MC4R barr agon -2.9, Cardio protect 10, iPSC survival up -0.6, MC4R antag cAMP -3, ABCB6 inh MLPCN 105, aDG glyco act 0.0 and ABHD5 PLIN5 PPI 0.
Screening CCOc1cccc2cc(-c3cn4cc(C)ccc4n3)c(=O)oc12 returned Glyco luc inh -3, Exocytosis inh -2, m5-HT2A agonist -2, MC4R barr agon -1.1, Cardio protect -32, iPSC survival up -6.4, MC4R antag cAMP 3, ABCB6 inh MLPCN 96, aDG glyco act -0.2 and ABHD5 PLIN5 PPI 0.
Cn1c(=O)c2c(ncn2CC(O)CO)n(C)c1=O (stereo not drawn) was read as Glyco luc inh 2, Exocytosis inh -2, m5-HT2A agonist 0, MC4R barr agon -0.2, Cardio protect 4, iPSC survival up -3.1, MC4R antag cAMP 4, ABCB6 inh MLPCN 91, aDG glyco act 0.0 and ABHD5 PLIN5 PPI -1.
O=C(O)CCCNS(=O)(=O)c1ccc(NCc2ccccc2)c(C(=O)O)c1 was read as Glyco luc inh 0, Exocytosis inh 0, m5-HT2A agonist 2, MC4R barr agon -1.4, Cardio protect -16, iPSC survival up 0.9, MC4R antag cAMP -3, ABCB6 inh MLPCN 96, aDG glyco act 0.0 and ABHD5 PLIN5 PPI -4.

Looked up by compound from the list above, two records:
Cn1c(=O)c2c(ncn2CC(O)CO)n(C)c1=O (stereo not drawn) was read as Glyco luc inh 2, Exocytosis inh -2, m5-HT2A agonist 0, MC4R barr agon -0.2, Cardio protect 4, iPSC survival up -3.1, MC4R antag cAMP 4, ABCB6 inh MLPCN 91, aDG glyco act 0.0 and ABHD5 PLIN5 PPI -1.
O=C(O)CCCNS(=O)(=O)c1ccc(NCc2ccccc2)c(C(=O)O)c1 was read as Glyco luc inh 0, Exocytosis inh 0, m5-HT2A agonist 2, MC4R barr agon -1.4, Cardio protect -16, iPSC survival up 0.9, MC4R antag cAMP -3, ABCB6 inh MLPCN 96, aDG glyco act 0.0 and ABHD5 PLIN5 PPI -4.
